TDP1 block: qHTS Assay for Inhibitors of Tyrosyl-DNA Phosphodiesterase (TDP1) | Tyrosyl-DNA phosphodiesterase 1 (Homo sapiens), Q9NUW8 | recombinant TDP1, AlphaScreen DNA substrate cleavage | Potency, µM (titrated, usually from 130 µM), without a hit: top-dose activity change, negative = inhibition, hits mostly inhibitors | 350,000 tested, 0.28% active | AID 485290, 2010; further: nearly all actives have a fitted effect of over 40% in size
Target sequence (Q9NUW8 whole entry, looked up): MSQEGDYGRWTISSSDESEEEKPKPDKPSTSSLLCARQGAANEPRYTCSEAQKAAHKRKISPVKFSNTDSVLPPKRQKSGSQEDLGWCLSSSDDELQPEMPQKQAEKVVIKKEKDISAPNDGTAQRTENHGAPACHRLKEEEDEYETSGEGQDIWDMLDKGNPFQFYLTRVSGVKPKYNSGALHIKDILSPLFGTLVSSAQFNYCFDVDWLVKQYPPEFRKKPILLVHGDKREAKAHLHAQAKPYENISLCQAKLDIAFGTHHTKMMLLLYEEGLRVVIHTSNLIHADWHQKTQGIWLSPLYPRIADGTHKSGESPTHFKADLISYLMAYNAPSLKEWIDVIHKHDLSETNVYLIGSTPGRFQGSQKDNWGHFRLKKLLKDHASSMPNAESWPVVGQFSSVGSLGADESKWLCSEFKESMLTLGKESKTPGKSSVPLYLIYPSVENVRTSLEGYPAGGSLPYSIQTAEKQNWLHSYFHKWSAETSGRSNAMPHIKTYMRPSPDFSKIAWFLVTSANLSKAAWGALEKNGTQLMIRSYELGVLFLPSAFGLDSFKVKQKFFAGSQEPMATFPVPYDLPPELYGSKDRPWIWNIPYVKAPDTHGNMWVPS
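E. coli-derived human Tdp1, 1 nM final. Cpd preinc 15 min RT; substrate 15 nM final, 5 min RT; AS bead mix 10 ug/ml final, 10 min RT. Signal loss = tyrosine-FITC cleavage. No-enzyme wells = max signal.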
TDP1 cell noCPT: qHTS for Inhibitors of human tyrosyl-DNA phosphodiesterase 1 (TDP1): qHTS in cells in absence of CPT; DT40 Tdp1-/- hTDP1 cells, no CPT, ATP luminescence, 48 h; Potency, µM (highest dose often 46.2 µM), inactives show at the highest dose activity change, negative = growth inhibition, actives largely listed as inhibitors; 420,000 tested, 15% active; AID 686978, 2013; further: nearly all actives have a fitted effect of over 55% in size
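Chicken DT40 Tdp1-/- cells stably complemented with human TDP1 were seeded at 400 cells/well with DMSO in place of 20 nM camptothecin. After compound pinning, cells grew at least 48 hr at 37 °C; viability read by CellTiter-Glo luminescence.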
DT40 TDP1 CPT: qHTS for Inhibitors of human tyrosyl-DNA phosphodiesterase 1 (TDP1): qHTS in cells in presence of CPT | chicken DT40 Tdp1-/-;hTDP1 cells + 20 nM CPT, ATP luminescence, 48 h | Potency, µM (series often up to 46.2 µM), for the others: at the top dose activity change, negative = growth inhibition, hits mostly inhibitors | 420,000 tested, 12% active | AID 686979, 2013; further: nearly all actives have a fitted effect of over 55% in size
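Chicken DT40 Tdp1-/- cells stably complemented with human TDP1 were seeded at 400 cells/well in medium containing 20 nM camptothecin, exposed to pin-transferred compounds, and grown at 37 °C for at least 48 hr. Viability was read as ATP luminescence.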
* = called active by the depositor; ? = inconclusive; . = no result given; & = joins results of further samples; [ ] = another dose, or the depositor's remark. The call rests on the fitted dose curve; in most records, active means well fitted curve in the direction sought with a large enough effect; inconclusive means small, poorly fitted or top-dose-only effect, or another doubt; inactive means no such curve, though single readings can be large; an effect the other way counts as inactive or inconclusive. On the % scale 0 is the no-effect control and ±100 the full control effect; potency means the concentration at half of the fitted maximal effect.

#1 COCCCNCCOCCOc1ccccc1-c1ccccc1
#2 Cc1ccc(-n2nc(C(=O)O)cc2-c2ccccc2Cl)cc1
#3 O=C(CCCn1c(=S)[nH]c2ccccc2c1=O)N1CCN(c2cccc(Cl)c2)CC1
#4 COc1ccc(NC(=O)c2oc3ccccc3c2NC(=O)c2ccc3c(c2)OCO3)cc1
#5 COc1ccccc1CCNC(=O)C(=O)NCCC1CCCCN1S(=O)(=O)c1ccccc1 (centres undefined)
#6 CCN(CC)c1ccc(N=Cc2ccc([N+](=O)[O-])o2)cc1

screen / no.	1	2	3	4	5	6
TDP1 block	-11%	.	0%	2%	.	11%
TDP1 cell noCPT	?	0%	18µM*	?	16µM*	10µM*
DT40 TDP1 CPT	?	2%	16µM*	?	?	5.8µM*

Reprinted from the results shown, 2 compounds:
#4 COc1ccc(NC(=O)c2oc3ccccc3c2NC(=O)c2ccc3c(c2)OCO3)cc1
#5 COc1ccccc1CCNC(=O)C(=O)NCCC1CCCCN1S(=O)(=O)c1ccccc1 (centres undefined)

screen / no.	4	5
TDP1 block	2%	.
TDP1 cell noCPT	?	16µM*
DT40 TDP1 CPT	?	?

(continued)
#7 O=C1[C@@H]2Cc3c([nH]c4ccccc34)C(c3ccc([N+](=O)[O-])cc3)N2C(=O)CN1C1CC1 (some centres undefined)
#8 O=C(NC(=S)Nc1cc(C(F)(F)F)ccc1N1CCOCC1)c1sc2ccccc2c1Cl
#9 CC(=O)Nc1ccc(NC(=O)CNS(=O)(=O)c2ccc(C)cc2)cc1
#10 COC(=O)c1ccc(OCCN2CCCCCC2)cc1
#11 COC1=CC(=O)C(C(=O)c2ccccc2)=CC1=O
#12 CCOC(=O)C(Cc1ccc(O)cc1)NC(=O)CNC(=O)C1CCCN1C(=O)OC(C)(C)C (centres undefined)

screen / no.	7	8	9	10	11	12
TDP1 block	.	1%	0%	-11%	1%[56.1 µM]	-5%
TDP1 cell noCPT	4.6µM*	-25%	2%	0%	5.8µM*	?
DT40 TDP1 CPT	2.6µM*	?	-12%	23%	?	-22%

#13 Nc1nc2ncccc2cc1C(=O)NCCc1cccs1
#14 Cc1ccc(S(=O)Cc2nc(-c3ccc(C(=O)NC(C)c4ccccc4)cc3)oc2C)cc1 (centres undefined)
#15 COc1cccc(-n2c(=S)[nH]c3c(oc4ccccc43)c2=O)c1
#16 COC(=O)COc1ccc(Oc2cc(C)nc(SC)n2)nn1
#17 CCOC(=O)N1CCN(C(=O)c2ccc3c(c2)sc2nc(-c4ccccc4)cn23)CC1
#18 COC(=O)c1ccc(Cn2cc(/C=C\[N+](=O)[O-])c3ccccc32)o1

screen / no.	13	14	15	16	17	18
TDP1 block	.	8%	6%	8%	-2%	.
TDP1 cell noCPT	13µM*	15µM*	1%	-2%	?	?
DT40 TDP1 CPT	23µM*	?	11%	-2%	?	?

#19 O=C1c2cccc3cc([N+](=O)[O-])cc(c23)C(=O)N1CC1CCCO1 (centres undefined)
#20 COc1ccc(CNS(=O)(=O)c2c(C(=O)N3CCCCCC3)c(C)n(C)c2C)cc1
#21 COc1cc(C2(O)CCCCC2C)cc(OC)c1OC (centres undefined)
#22 CN1CCN(S(=O)(=O)c2ccc(NC(=S)NC(=O)C3CCCCC3)cc2)CC1
#23 COc1cccc(CN(C)C(=O)C2CCN(S(=O)(=O)c3cccs3)CC2)c1OC
#24 O=[N+]([O-])c1ccccc1/C=N/Nc1nnc(-c2ccccc2)c(-c2ccccc2)n1

screen / no.	19	20	21	22	23	24
TDP1 block	3%	1%	3%	3%	-2%[56.1 µM]	3%
TDP1 cell noCPT	6.5µM*	6%	-58%	?	?	1.6µM*
DT40 TDP1 CPT	7.3µM*	-7%	-1%	2%	-22%	2.1µM*

#25 CC(C)C(=O)NCCSc1c[nH]c2ccccc12
#26 COC(=O)c1ccc(NC(=O)CSc2nncc3ccc(OC)c(OC)c23)cc1
#27 O=C(NCCO)C(=O)Nc1cc2c3c(c1)CCC(=O)N3CCC2
#28 CCNc1nc(N)nc(-c2cc(Cl)ccc2OC)n1
#29 O=C(NCC1CCCO1)C(c1cccs1)N(C(=O)c1ccc(-c2ccccc2)[nH]1)C1CCCC1 (centres undefined)
#30 CN=C(C)/C(C(=O)OC)=C(/O)c1c(F)cccc1F

screen / no.	25	26	27	28	29	30
TDP1 block	-1%	3%	-2%	3%	-2%	3%
TDP1 cell noCPT	-2%	-16%	-11%	-8%	?	-3%
DT40 TDP1 CPT	-10%	-7%	14%	13%	-27%	14%

Part of the list above, with each value named.
#29 O=C(NCC1CCCO1)C(c1cccs1)N(C(=O)c1ccc(-c2ccccc2)[nH]1)C1CCCC1 (centres undefined)
  TDP1 block: -2%
  TDP1 cell noCPT: ?
  DT40 TDP1 CPT: -27%

#27 O=C(NCCO)C(=O)Nc1cc2c3c(c1)CCC(=O)N3CCC2
  TDP1 block: -2%
  TDP1 cell noCPT: -11%
  DT40 TDP1 CPT: 14%

The list goes on.
#31 COc1ccc(/C(C#N)=C/c2c(-c3ccc(Cl)cc3)nc3c(C)cccn23)cc1
#32 Cc1nccn1-c1ccc(C(F)(F)F)cc1NC=O
#33 O=C(O)Cn1c(-c2ccccc2)cc2ccccc21
#34 O=C(Cc1cccc([N+](=O)[O-])c1)Nc1cccc(C(=O)N2CCCC2)c1
#35 CCCOc1ccc(NC(=O)C2CC(=O)N/C(=N/N=C(\C)CCc3ccc4c(c3)OCO4)S2)cc1 (centres undefined)
#36 CCOC(=O)c1oc2ccc(S(=O)(=O)n3nc(-c4cc(OC)c(OC)c(OC)c4)cc3N)cc2c1C

screen / no.	31	32	33	34	35	36
TDP1 block	-3%	5%	2%	2%	5%	5%&9%
TDP1 cell noCPT	18µM*	6%	2%	-14%	-8%	?
DT40 TDP1 CPT	?	1%	3%	?	-8%	-6%&-21%

#37 CCCCN1CCC(=O)NC1=O
#38 O=C1CSC(c2ccc([N+](=O)[O-])cc2)N1c1ccccc1 (centres undefined)
#39 CC(C)CC(NC(=O)/C(=C\c1ccco1)NC(=O)c1ccco1)C(=O)O (centres undefined)
#40 CCOC(=O)C1(CCCc2ccccc2)CCN(C(=O)CCCn2cncn2)CC1
#41 Cc1ccc(Cn2nnc3c(=O)[nH]c(C4CCCN(C(=O)Nc5ccc(F)cc5)C4)nc32)cc1 (centres undefined)
#42 Cc1cc(NC(=O)CCC(=O)N(Cc2ccco2)C2(C(=O)NC3CCCC3)CCCCC2C)no1 (centres undefined)

screen / no.	37	38	39	40	41	42
TDP1 block	.	.	3%	5%	-1%	.
TDP1 cell noCPT	17%	3%	-3%	26µM*	18µM*	-19%
DT40 TDP1 CPT	18%	20%	0%	?	?	?

#43 Cc1cccnc1NC(=O)c1ccc(S(=O)(=O)N2CCCC2)cc1
#44 COc1ccccc1NC(=O)N1CCN(CCc2ccccc2)CC1
#45 COc1ccccc1NC(=O)Cn1cc(C#N)c2ccccc21
#46 O=C(N/C(=C\c1ccc(Br)cc1)C(=O)N1CCOCC1)c1ccco1
#47 CCN(CC)C(=O)/C(=C/c1cccc([N+](=O)[O-])c1)NC(=O)c1ccco1
#48 CCCCC(O)(CCCC)C(=O)NN(C(=O)c1cccnc1Cl)c1ccccc1

screen / no.	43	44	45	46	47	48
TDP1 block	.	1%	8%	3%[0.0935 µM]	0%	.
TDP1 cell noCPT	-27%	-18%	-6%	-21%	?	-18%
DT40 TDP1 CPT	1%	-4%	6%	3%	-26%	2%

#49 COc1ccc(-c2ccc(C(=O)NCc3cccs3)c3occc23)c(C)c1
#50 CCOC(=O)c1[nH]ncc1CN1CCCC(C(=O)c2ccc(SC)cc2)C1 (centres undefined)
#51 Cc1ccc(N=Cc2cc3c(cc2O)OC(N)=C(C#N)C3c2ccccc2)cc1 (centres undefined)
#52 O=[N+]([O-])c1ccc(O)c(/C=N/n2cnnc2)c1
#53 CCOC(=O)c1cc(C)n(CC2CCC(C(=O)Nc3cc(OC)cc(OC)c3)CC2)c1C (centres undefined)
#54 O=C(CNC(=O)c1ccccc1)OCC(=O)c1c[nH]c2ccccc12

screen / no.	49	50	51	52	53	54
TDP1 block	.	-3%	8%	-2%	6%	0%
TDP1 cell noCPT	?	-45%	16µM*	-9%	23µM*	-7%
DT40 TDP1 CPT	?	-2%	?	0%	?	-22%

#55 COc1ccc(OC)c(-n2nnnc2SCC(=O)Nc2ccc3c(c2)OCCO3)c1
#56 CC1(C(=O)NS(=O)(=O)c2ccc(Cl)cc2)CCN1C(=O)C1(c2ccc(Cl)cc2)CCC1 (centres undefined)
#57 COc1ccc(C(=O)Nc2cc3c(oc2=O)CCCC3=O)cc1
#58 Cc1ccc2c(c1)c(=O)c1ccccc1n2CCCC(=O)Nc1ccc(C)c(F)c1
#59 CC(C)OC(=O)c1ccc(S(N)(=O)=O)o1
#60 CC1CCN(S(=O)(=O)c2ccc3c(c2)N(CC(=O)NC(C)c2ccccc2)C(=O)CS3)CC1 (centres undefined)

screen / no.	55	56	57	58	59	60
TDP1 block	3%	.	-1%	-13%[12.3 µM]	0%	-3%
TDP1 cell noCPT	-19%	?	-12%	?	?	?
DT40 TDP1 CPT	-8%	21µM*	-9%	?	-15%	?

#61 COc1cc(C#N)ccc1OCC(=O)Nc1cccc(S(=O)(=O)N(C)c2ccccc2)c1
#62 C/C(=N\NC(=O)C1=NNC(=O)C1C)c1cccs1 (centres undefined)
#63 CC(NC(=O)c1cnccn1)c1ccc(S(N)(=O)=O)cc1 (centres undefined)
#64 COc1cc(/C=N/NC(=O)CN(Cc2ccccc2)S(=O)(=O)c2ccc3c(c2)OCCO3)ccc1O
#65 CCN(CC)S(=O)(=O)c1ccc(NC(=O)CSc2nnc(-c3ccc(F)cc3)o2)cc1
#66 CC(=O)c1ccc(OC(C)C)c(CN2CCCCC2)c1

screen / no.	61	62	63	64	65	66
TDP1 block	.	6%	4%	5%	0%	2%
TDP1 cell noCPT	18µM*	?	?	?	-28%	-17%
DT40 TDP1 CPT	12µM*	-12%	?	-24%	?	-10%

#67 O=C(Cn1c(=O)oc2cccnc21)Nc1ccc(C(F)(F)F)cc1
#68 CCc1cccc(C)c1NC(=O)CCCN1C(=O)C(c2ccccc2)Oc2cccnc21 (centres undefined)
#69 Cc1ccc(N(CC(=O)NC(C)(C)C)C(=O)CS(=O)CC(=O)Nc2ccc(F)cc2)cc1 (centres undefined)
#70 COc1c2ccc(C(=O)NCc3cc(C(F)(F)F)cc(C(F)(F)F)c3)cc2nn1C
#71 CCOc1cc(C(=S)N2CCOCC2)ccc1OS(=O)(=O)c1ccccc1[N+](=O)[O-]
#72 COCCCn1c(SCC(=O)N2CCc3ccccc32)nnc1-c1ccoc1C

screen / no.	67	68	69	70	71	72
TDP1 block	.	3%	5%	3%	0%	.
TDP1 cell noCPT	-1%	?	-4%	-1%	?	-23%
DT40 TDP1 CPT	12%	?	0%	-4%	?	-9%

#73 COc1cc(NC(=NS(=O)(=O)c2ccccc2)c2ccccc2)ncn1
#74 O=C(c1cc2ccccc2o1)N1CCN(S(=O)(=O)c2c(F)cccc2F)CC1
#75 CCCc1n[nH]c2c1C(=O)CC(C)(C)C2
#76 COc1ncccc1C(=O)N1CCCC(C(=O)c2cc(F)ccc2F)C1 (centres undefined)
#77 CCOC(=O)c1cc(-c2ccccc2)n(CC(=O)NCc2ccccc2)c1C
#78 Fc1ccc(CNc2cnccn2)cc1

screen / no.	73	74	75	76	77	78
TDP1 block	.	1%	2%	0%	9%	1%
TDP1 cell noCPT	-26%	?	1%	9%	?	2%
DT40 TDP1 CPT	?	-19%	-7%	-14%	?	-12%

#79 CCCS(=O)(=O)N1CCN(C(=O)c2ccco2)CC1
#80 CCN(CC1COc2ccccc2O1)C(=O)CN1C(=O)NC(C)(c2ccc(C)cc2)C1=O (centres undefined)
#81 O=C(CSc1nc2ccccc2c(=O)n1NC(=O)c1ccccc1)c1ccc(Cl)cc1
#82 O=C(c1cnc2n(c1=O)CCS2)N1CCN(c2ccccc2F)CC1
#83 COc1ccc(-c2csc3ncnc(Nc4cccc(OC)c4)c23)cc1

screen / no.	79	80	81	82	83
TDP1 block	4%	.	5%	3%	4%
TDP1 cell noCPT	-8%	23µM*	?	8%	?
DT40 TDP1 CPT	27%	?	?	9%	?

Screens as filed in PubChem BioAssay.
